Screening results deposited in PubChem by Broad Institute.
p53 PUMA act = mutant p53 pathway re-activators, primary screen, cell-based, SW480, luciferase, single point, HTS | SW480 PUMA-promoter luciferase, p53 mutant reactivation | activation, % at 9.98 µM | actives 1.5% (n = 28,000) | AID 624151, 2012; in the data active = activation above about 52%
STK33 kin inh = STK33 kinase inhibitors, primary screen, biochemical, luminescence, ADP-Glo, MBP substrate. inhibition, % at 12.5 µM. AID 2322, 2010. Serine/threonine-protein kinase 33 (Homo sapiens), Q9BYT3. actives 0.44% (n = 27,000); in the data active = inhibition above about 20%
Target sequence (Q9BYT3 whole entry, looked up): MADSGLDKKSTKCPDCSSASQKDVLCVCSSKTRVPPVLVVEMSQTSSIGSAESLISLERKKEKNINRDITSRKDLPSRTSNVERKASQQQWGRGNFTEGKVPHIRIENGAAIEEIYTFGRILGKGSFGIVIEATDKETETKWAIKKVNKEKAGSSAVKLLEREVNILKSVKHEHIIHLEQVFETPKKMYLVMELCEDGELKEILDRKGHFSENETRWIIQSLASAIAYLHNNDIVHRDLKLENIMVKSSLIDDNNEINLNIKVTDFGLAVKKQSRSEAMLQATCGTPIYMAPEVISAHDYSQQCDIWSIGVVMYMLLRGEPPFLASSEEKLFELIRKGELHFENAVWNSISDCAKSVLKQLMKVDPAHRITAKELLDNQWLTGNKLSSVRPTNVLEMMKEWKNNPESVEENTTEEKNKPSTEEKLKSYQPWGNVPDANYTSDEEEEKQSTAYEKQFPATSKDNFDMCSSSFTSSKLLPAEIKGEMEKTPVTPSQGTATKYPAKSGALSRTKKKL
* marks the source's active call; other numbers are inactive results. These rows are one share of the data. The share of hits here may be higher or lower than overall.

Results for CC(=O)c1cccc(N(CC(=O)Nc2cccnc2)S(C)(=O)=O)c1 ?
p53 PUMA act: 7; STK33 kin inh: 1

How did COc1cc(C)c(S(=O)(=O)NCc2cccnc2)cc1C do in these assays?
p53 PUMA act: -2; STK33 kin inh: -3

How did Cc1cc(=O)[nH]c(SCc2nc3ccc([N+](=O)[O-])cc3[nH]2)n1 do in these assays?
p53 PUMA act: -5; STK33 kin inh: 0

How did O=c1c(OC2OCC(O)C(O)C2O)c(-c2ccc(O)c(O)c2)oc2cc(O)cc(O)c12 (stereo not drawn) do in these assays?
p53 PUMA act: 0; STK33 kin inh: 2

Results for Cc1noc(C)c1S(=O)(=O)Nc1ccc2c(c1)CC(=O)N([C@@H](C)CO)C[C@@H](C)[C@@H](CN(C)Cc1ccc(Cl)c(Cl)c1)O2 ?
STK33 kin inh: -1

How did C[C@H](CO)N1C[C@H](C)[C@H](CN(C)C)OCCCC[C@H](C)Oc2ccc(NS(=O)(=O)c3cccs3)cc2C1=O do in these assays?
p53 PUMA act: 5

How did COC(=O)[C@@H]1N=C(c2ccc(OCCCO)cc2)O[C@@H]1c1ccccc1N=[N+]=[N-] do in these assays?
STK33 kin inh: 3

What do the screens show for `CC(C)NC(=O)N(C)C[C@@H]1OCCCC[C@@H](C)Oc2ccc(NC(=O)c3ccncc3)cc2C(=O)N([C@H](C)CO)C[C@H]1C`?
p53 PUMA act: -5

How did Cc1ccc(NC(=O)CCC(=O)O)cc1F do in these assays?
p53 PUMA act: -2; STK33 kin inh: -2

How did CCC1(C)Cc2c(sc3nc(SC)nc(SCC(=O)Nc4cccc(Cl)c4)c23)CO1 (stereo not drawn) do in these assays?
p53 PUMA act: 11; STK33 kin inh: 6

How did Cc1noc(C)c1NC(=O)Nc1ccc2c(c1)CC(=O)N([C@@H](C)CO)C[C@@H](C)[C@@H](CN(C)S(=O)(=O)c1cn(C)cn1)O2 do in these assays?
p53 PUMA act: 6; STK33 kin inh: -2

Results for O=c1c2ccccc2[nH]c(=S)n1CCCN1CCN(Cc2ccccc2)CC1 ?
p53 PUMA act: -1; STK33 kin inh: 0

How did Cc1noc(C)c1S(=O)(=O)N(C)C[C@H]1Oc2ccc(NC(=O)Nc3cccc4ccccc34)cc2CC(=O)N([C@@H](C)CO)C[C@H]1C do in these assays?
p53 PUMA act: -6

Results for Nc1c(S(=O)(=O)O)cc(Nc2cccc3ccccc23)c2c1C(=O)c1ccccc1C2=O ?
p53 PUMA act: -1

What do the screens show for `C/C=C1\C2C=C(C)CC1(N)c1ccc(=O)[nH]c1C2` (stereo not drawn)?
p53 PUMA act: -7; STK33 kin inh: 1

What do the screens show for `C[C@@H]1CN([C@H](C)CO)C(=O)c2cc(NC(=O)C3CC3)ccc2O[C@H]1CN(C)C(=O)Nc1ccc(F)cc1`?
p53 PUMA act: -2

Results for CCOC(=O)CN1C(=O)C(O)(c2c(C)[nH]c3ccccc23)c2ccccc21 (stereo not drawn) ?
p53 PUMA act: -5; STK33 kin inh: -1

Results for C[C@H]1CN([C@@H](C)CO)C(=O)Cc2cc(NC(=O)c3ccncc3)ccc2O[C@@H]1CN(C)Cc1ccc(C(=O)O)cc1 ?
STK33 kin inh: 2

How did O=c1cc(-c2ccc(O[C@@H]3O[C@H](CO)[C@@H](O)[C@H](O)[C@H]3O)cc2)oc2cc(O)cc(O)c12 do in these assays?
STK33 kin inh: 50*

How did COc1ccc2c(C)cc(=O)oc2c1 do in these assays?
STK33 kin inh: 0

How did N#CCCSc1nnc(-c2ccncc2)n1Cc1ccccc1 do in these assays?
p53 PUMA act: -10; STK33 kin inh: 2

What do the screens show for `CC(=O)c1cccc(NC(=O)CNS(=O)(=O)c2ccc(Cl)cc2)c1`?
p53 PUMA act: 18; STK33 kin inh: 0

What do the screens show for `Cc1noc(C)c1NC(=O)N(C)C[C@@H]1Oc2ccc(NS(=O)(=O)c3ccc(F)cc3)cc2C(=O)N([C@H](C)CO)C[C@H]1C`?
STK33 kin inh: 4

What do the screens show for `C[C@H](CO)N1C[C@H](C)[C@@H](CN(C)Cc2ccccc2)Oc2ccc(NC(=O)Nc3ccccc3)cc2C1=O`?
STK33 kin inh: 0

What do the screens show for `C[C@@H]1CN([C@@H](C)CO)C(=O)c2cc(NC(=O)NC3CCCCC3)ccc2O[C@H]1CN(C)C(=O)Nc1ccc(F)cc1`?
p53 PUMA act: 5; STK33 kin inh: 1

Results for C[C@@H]1CN([C@@H](C)CO)C(=O)Cc2cc(NC(=O)NC3CCCCC3)ccc2O[C@H]1CN(C)C ?
p53 PUMA act: -1

Results for CCOc1ccc(Br)cc1CNCc1cccnc1 ?
p53 PUMA act: 0; STK33 kin inh: -2

What do the screens show for `C[C@@H]1CCCCO[C@@H](CN(C)C(=O)Nc2ccccc2)[C@@H](C)CN([C@H](C)CO)C(=O)c2cc(NS(=O)(=O)c3ccc(Cl)cc3)ccc2O1`?
STK33 kin inh: -6

What do the screens show for `COc1ccc(S(=O)(=O)N(C)C[C@@H]2Oc3ccc(NC(=O)C4CC4)cc3CC(=O)N([C@H](C)CO)C[C@@H]2C)cc1`?
STK33 kin inh: -2

Results for COc1ccc(CCNc2nc(-c3ccc(NC(C)=O)cc3)cs2)cc1OC ?
p53 PUMA act: 7; STK33 kin inh: -2

What do the screens show for `CS(=O)(=O)N(CC(=O)Nc1ccc(I)cc1)c1ccc(Cl)c(Cl)c1`?
p53 PUMA act: -13; STK33 kin inh: 1

What do the screens show for `C=C(CCCCCCCC(=O)O)C(=O)OC`?
STK33 kin inh: -2

Results for CC(=O)Nc1ccccc1NC(=O)CCN1C(=O)c2ccccc2C1=O ?
p53 PUMA act: 2; STK33 kin inh: 0

What do the screens show for `Cc1noc(C)c1S(=O)(=O)Nc1ccc2c(c1)C(=O)N([C@H](C)CO)C[C@H](C)[C@@H](CN(C)C(=O)Nc1ccc3c(c1)OCO3)OCCCC[C@H](C)O2`?
p53 PUMA act: 1

What do the screens show for `Cc1c(NC(=O)COc2ccc(Cl)cc2Cl)cccc1-c1nc2cc(Cl)ccc2o1`?
p53 PUMA act: 9; STK33 kin inh: 5

How did Cc1noc(C)c1NC(=O)Nc1ccc2c(c1)CC(=O)N([C@H](C)CO)C[C@H](C)[C@H](CN(C)C(=O)Nc1c(C)noc1C)O2 do in these assays?
STK33 kin inh: 0

How did COCC#Cc1cnc2c(c1)C(=O)N([C@H](C)CO)C[C@@H](C)[C@@H](CN(C)S(=O)(=O)c1cn(C)cn1)O2 do in these assays?
p53 PUMA act: 3

What do the screens show for `C[C@@H]1CN([C@@H](C)CO)C(=O)Cc2cc(N(C)C)ccc2O[C@@H]1CN(C)CC1CC1`?
STK33 kin inh: 1

How did CCCCCc1c2c(cc(O)c1C(=O)O)OC(=O)c1c(cc(OC)cc1C(=O)CCCC)O2 do in these assays?
STK33 kin inh: 0

Results for Cc1noc(C)c1S(=O)(=O)Nc1ccc2c(c1)C(=O)N([C@H](C)CO)C[C@@H](C)[C@@H](CN(C)C(=O)Nc1cccc3ccccc13)O2 ?
p53 PUMA act: 9

Results for CN(c1ccccc1C(=O)NCc1ccccn1)S(C)(=O)=O ?
p53 PUMA act: -6; STK33 kin inh: -6

How did CC(C)NC(=O)Nc1ccc2c(c1)C(=O)N([C@@H](C)CO)C[C@@H](C)[C@H](CN(C)C(=O)NC(C)C)O2 do in these assays?
STK33 kin inh: 1

How did Cc1ccc(-c2csc3nnc(SCC(=O)Nc4ccc5c(c4)OCCO5)n23)cc1 do in these assays?
p53 PUMA act: 12; STK33 kin inh: 5

What do the screens show for `CC(=O)N(C)C[C@H]1Oc2ncc(-c3cccc(C#N)c3)cc2C(=O)N([C@@H](C)CO)C[C@H]1C`?
p53 PUMA act: 12

What do the screens show for `COc1cc(C[C@@H]2CO[C@@H](c3ccc(O)c(OC)c3)[C@@H]2CO)ccc1O`?
p53 PUMA act: 3; STK33 kin inh: 8

What do the screens show for `O=C(COc1ccccc1Cl)Nc1cccc(Oc2ccc3c(c2)C(=O)NC3=O)c1`?
p53 PUMA act: -2; STK33 kin inh: 6

Results for COC(=O)c1c(-c2cccnc2)csc1NC(=O)c1cc(-c2ccc(C)o2)nc2ccccc12 ?
p53 PUMA act: 9; STK33 kin inh: 10

How did C[C@@H]1CN([C@@H](C)CO)C(=O)Cc2cc(NC(=O)Nc3ccc4c(c3)OCO4)ccc2O[C@H]1CN(C)C(=O)Nc1ccc2c(c1)OCO2 do in these assays?
p53 PUMA act: 3

Retrieved one by one from the list above (7):
How did Cc1noc(C)c1NC(=O)Nc1ccc2c(c1)CC(=O)N([C@@H](C)CO)C[C@@H](C)[C@@H](CN(C)S(=O)(=O)c1cn(C)cn1)O2 do in these assays?
p53 PUMA act: 6; STK33 kin inh: -2

What do the screens show for `C=C(CCCCCCCC(=O)O)C(=O)OC`?
STK33 kin inh: -2

Results for O=c1c2ccccc2[nH]c(=S)n1CCCN1CCN(Cc2ccccc2)CC1 ?
p53 PUMA act: -1; STK33 kin inh: 0

How did Cc1noc(C)c1S(=O)(=O)N(C)C[C@H]1Oc2ccc(NC(=O)Nc3cccc4ccccc34)cc2CC(=O)N([C@@H](C)CO)C[C@H]1C do in these assays?
p53 PUMA act: -6

Results for C[C@H]1CN([C@@H](C)CO)C(=O)Cc2cc(NC(=O)c3ccncc3)ccc2O[C@@H]1CN(C)Cc1ccc(C(=O)O)cc1 ?
STK33 kin inh: 2

How did CC(C)NC(=O)Nc1ccc2c(c1)C(=O)N([C@@H](C)CO)C[C@@H](C)[C@H](CN(C)C(=O)NC(C)C)O2 do in these assays?
STK33 kin inh: 1

How did O=c1c(OC2OCC(O)C(O)C2O)c(-c2ccc(O)c(O)c2)oc2cc(O)cc(O)c12 (stereo not drawn) do in these assays?
p53 PUMA act: 0; STK33 kin inh: 2

New compounds follow:
Results for CCCC#Cc1cnc2c(c1)C(=O)N([C@H](C)CO)C[C@H](C)[C@@H](CN(C)C(=O)Cc1ccncc1)O2 ?
p53 PUMA act: 2

What do the screens show for `C[C@@H]1CN([C@@H](C)CO)C(=O)Cc2cc(NC(=O)C3CCCCC3)ccc2O[C@@H]1CN(C)Cc1ccc(C(F)(F)F)cc1`?
STK33 kin inh: 1

How did N#Cc1ccc(CSc2nc(-c3cccs3)c3c(c2C(=O)O)CCCC3)cc1 do in these assays?
STK33 kin inh: -3

How did O=C1CS(=O)(=O)C(c2ccccc2)N1c1ccc(-c2ccccc2)cc1 (stereo not drawn) do in these assays?
STK33 kin inh: 14

Results for Cc1noc(C)c1NC(=O)N(C)C[C@H]1Oc2c(NS(=O)(=O)c3cn(C)cn3)cccc2C(=O)N([C@H](C)CO)C[C@H]1C ?
p53 PUMA act: 3

Results for Nc1ccc2nc(SCc3cccc(F)c3)sc2c1 ?
p53 PUMA act: -7

Results for Cc1noc(C)c1NC(=O)N(C)C[C@@H]1OCCCC[C@H](C)Oc2ccc(NS(C)(=O)=O)cc2C(=O)N([C@@H](C)CO)C[C@@H]1C ?
p53 PUMA act: 7

Results for C[C@H](CO)N1C[C@H](C)[C@H](CN(C)CC2CCCCC2)Oc2ccc(NC(=O)c3ccncc3)cc2C1=O ?
STK33 kin inh: 0

What do the screens show for `C[C@@H]1O[C@@H](O[C@H]2[C@H](O)[C@@H](O)[C@H](O[C@H]3[C@H](O[C@H]4CC[C@@]5(C)C(=CC[C@H]6C7C[C@@H]8O[C@]9(CC[C@@](C)(CO[C@@H]%10O[C@H](CO)[C@@H](O)[C@H](O)[C@H]%10O)O9)[C@H](C)C8[C@@]7(C)CCC65)C4)O[C@H](CO)[C@@H](O)[C@@H]3O)O[C@@H]2CO)[C@H](O)[C@H](O)[C@H]1O` (stereo partly drawn)?
p53 PUMA act: -92; STK33 kin inh: -1

How did COc1ccccc1-c1cnc2c(c1)C(=O)N([C@@H](C)CO)C[C@H](C)[C@H](CN(C)Cc1ccc(C(=O)O)cc1)O2 do in these assays?
p53 PUMA act: 4

Results for O=C(CSc1nnc(-c2ccccc2)n1-c1ccccc1)Nc1c(F)cc(F)cc1Br ?
p53 PUMA act: 0; STK33 kin inh: -3

What do the screens show for `CNC[C@H]1Oc2ccc(NC(=O)Cc3cn(C)c4ccccc34)cc2C(=O)N([C@@H](C)CO)C[C@H]1C`?
STK33 kin inh: 0

Results for Cc1cc(C)c(O)c(C(=O)CC2CC(=O)NC(=O)C2)c1 ?
p53 PUMA act: -8; STK33 kin inh: -1

What do the screens show for `COc1nc(Nc2ccccc2)nc(OCC(F)(F)F)n1`?
p53 PUMA act: -8

What do the screens show for `CC(C)NC(=O)N(C)C[C@@H]1Oc2ccc(NC(=O)CCN3CCOCC3)cc2CC(=O)N([C@@H](C)CO)C[C@@H]1C`?
p53 PUMA act: 14; STK33 kin inh: 0

Results for C[C@@H]1CN([C@H](C)CO)C(=O)c2cc(NC(=O)C3CC3)ccc2O[C@@H]1CN(C)C(=O)Nc1ccc(F)cc1 ?
p53 PUMA act: 9

What do the screens show for `CS(=O)(=O)N(CC(=O)Nc1ccc(F)cc1)c1ccccc1`?
p53 PUMA act: 13; STK33 kin inh: -2

How did C[C@@H]1CN([C@@H](C)CO)C(=O)c2cc(N(C)C)ccc2O[C@@H]1CN(C)Cc1ccccc1 do in these assays?
p53 PUMA act: -1

What do the screens show for `Cc1ccc(NC(=O)C(C)Sc2nnc(-c3cccc([N+](=O)[O-])c3)n2C)cc1` (stereo not drawn)?
p53 PUMA act: 7; STK33 kin inh: 0

How did Cc1noc(C)c1NC(=O)N(C)C[C@@H]1Oc2ncc(C3=CCCCC3)cc2C(=O)N([C@@H](C)CO)C[C@@H]1C do in these assays?
p53 PUMA act: -3

Results for CCn1c(SCc2nc3ccccc3c(=O)[nH]2)nnc1-c1cccnc1 ?
p53 PUMA act: 5; STK33 kin inh: -3

How did Cc1noc(C)c1NC(=O)Nc1cccc2c1O[C@H](CN(C)Cc1ccc(Cl)c(Cl)c1)[C@H](C)CN([C@@H](C)CO)C2=O do in these assays?
p53 PUMA act: -17

How did Cc1noc(C)c1S(=O)(=O)Nc1ccc2c(c1)C(=O)N([C@H](C)CO)C[C@H](C)[C@H](CN(C)C(=O)NC1CCCCC1)OCCCC[C@@H](C)O2 do in these assays?
STK33 kin inh: 4

What do the screens show for `CNC[C@@H]1Oc2c(NC(=O)c3cnccn3)cccc2C(=O)N([C@@H](C)CO)C[C@@H]1C`?
p53 PUMA act: 6
